EPAC1 agonist = EPAC1 (human) agonism; O95398; EPAC1 agonist qHTS, biochemical assay; response scale: 100% = response to 6.5 mM cAMP; Potency, µM (series often up to 154 µM), without a hit: at the top dose activation, most hits filed as activators; actives 0.073% (n = 360,000); note: potency is the fitted concentration of half-maximal effect; nearly all actives have a fitted effect of over 60% in size
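EPAC1 100 nM, Rap1B–BODIPY-GDP 250 nM, unlabeled GDP 50 uM; compound titration; 5 min RT; kinetic read ex480/em540 at 5-min intervals ×30 min; data normalized to 6.5 mM cAMP agonist control.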
WRN inhibitor = blocks human WRN helicase | Potency, µM (highest dose often 114 µM), for inactives: top-dose activity change, negative = inhibition, actives largely listed as inhibitors | actives 0.46% (n = 360,000) | WRN helicase unwinding, fluorescent forked duplex, kinetic | Q14191; note: potency is the fitted concentration of half-maximal effect; % is set by controls: 0 for no effect and ±100 for the full control effect; nearly all actives have a fitted effect of over 55% in size
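Fluorescence dequenching readout, ex 525 nm/em 598 nm, kinetic mode: forked duplex DNA (100 nM final) with adjacent fluorophore and quencher unwound by WRN (20 nM final) with 2 mM ATP. Compound preincubation 15 min, room temperature.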
EPAC2 antag = EPAC2 (human) antagonism; Potency, µM (highest dose often 114 µM), without a hit: at the top dose activity, negative = inhibition, usual class: inhibitors; EPAC2 GEF exchange of Rap1B-BODIPY-GDP, fluorescence; actives 0.18% (n = 360,000); Q8WZA2; note: potency is the fitted concentration of half-maximal effect; % is set by controls: 0 for no effect and ±100 for the full control effect; nearly all actives have a fitted effect of over 45% in size; many of its hits are not listed in these tables
Target sequence (Q8WZA2 whole entry, looked up): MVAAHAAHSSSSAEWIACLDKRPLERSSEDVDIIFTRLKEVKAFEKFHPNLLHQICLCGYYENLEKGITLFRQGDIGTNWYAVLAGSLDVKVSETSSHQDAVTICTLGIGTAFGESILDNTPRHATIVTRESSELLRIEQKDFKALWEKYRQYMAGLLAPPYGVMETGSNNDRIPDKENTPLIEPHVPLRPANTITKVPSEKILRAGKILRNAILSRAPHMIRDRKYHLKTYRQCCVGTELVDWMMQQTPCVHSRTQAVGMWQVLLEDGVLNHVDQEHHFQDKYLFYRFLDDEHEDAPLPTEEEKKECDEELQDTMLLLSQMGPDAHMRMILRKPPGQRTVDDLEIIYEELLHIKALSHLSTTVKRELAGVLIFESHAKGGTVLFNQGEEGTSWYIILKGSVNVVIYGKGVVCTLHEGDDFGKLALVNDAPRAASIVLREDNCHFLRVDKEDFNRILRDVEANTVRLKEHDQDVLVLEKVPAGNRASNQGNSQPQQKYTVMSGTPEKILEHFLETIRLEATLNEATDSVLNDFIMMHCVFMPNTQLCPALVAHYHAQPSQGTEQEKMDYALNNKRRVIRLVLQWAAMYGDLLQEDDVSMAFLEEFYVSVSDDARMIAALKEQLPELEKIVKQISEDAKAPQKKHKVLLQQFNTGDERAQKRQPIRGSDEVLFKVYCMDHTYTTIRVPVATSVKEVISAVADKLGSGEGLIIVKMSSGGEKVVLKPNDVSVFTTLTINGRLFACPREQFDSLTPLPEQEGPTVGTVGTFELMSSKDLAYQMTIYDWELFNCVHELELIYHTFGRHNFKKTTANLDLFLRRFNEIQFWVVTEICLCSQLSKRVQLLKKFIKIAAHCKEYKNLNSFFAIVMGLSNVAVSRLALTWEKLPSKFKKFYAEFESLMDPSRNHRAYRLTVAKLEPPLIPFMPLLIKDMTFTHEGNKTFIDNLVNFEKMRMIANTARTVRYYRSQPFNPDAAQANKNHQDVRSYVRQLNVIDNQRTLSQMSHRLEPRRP
PLK1 PBD inh = blocks phosphopeptide binding to human PLK1 polo-box domain; P53350; Potency, µM, without a hit: max response, negative = inhibition, most hits filed as inhibitors; AID 720504; actives 2.8% (n = 360,000); Plk1 PBD binding of FITC phosphopeptide, fluorescence polarization; note: potency is the fitted concentration of half-maximal effect; series mostly up to about 57 µM; % is set by controls: 0 for no effect and ±100 for the full control effect; nearly all actives have a fitted effect of over 65% in size
PI5P4K alpha inh = inhibitors of human PI5P4K alpha | PI5P4Kalpha enzyme, ADP-Glo luminescence, 60 min; hits give low values | max response, % | actives 1.2% (n = 330,000) | AID 652105; active = max response of -50% or lower; inconclusive = between -30% and -50%; inactive = -30% or higher; note: value at the top dose of about 77 µM; % is set by controls: 0 for no effect and ±100 for the full control effect
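Single end-point luminescence (ADP-Glo) quantified ADP from PI5P4Kalpha turnover; ATP 5 microM final, 1 h at RT, 0.1% CHAPS and 0.28 mM EGTA in HEPES pH 7.4.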
EPAC1 antagonist = antagonists of human EPAC1 | AID 720709 | actives 0.14% (n = 360,000) | O95398 | Potency, µM (series often up to 115 µM), without a hit: top-dose activity change, negative = inhibition, usual class: inhibitors | EPAC1 GEF assay, Rap1b-BODIPY-GDP exchange fluorescence;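 note: potency is the fitted concentration of half-maximal effect; plate controls were vehicle for no effect and positive control for full effect; nearly all actives have a fitted effect of over 50% in size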
CCT chaperon mod = cytosolic chaperonin activity modulation | actives 0.3% (n = 360,000) | purified chaperonin ATPase assay, HTRF ADP detection, 30 min | activity change, % (no concentration beside the values), hits read low; in the data active = activity change below about -30%; note: % is set by controls: 0 for no effect and ±100 for the full control effect
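First, chaperonin was dispensed at 40 nM or 20 nM final depending on batch activity. Next, compounds were pinned at 76 uM and ATP added at 10 uM. After 30 min at 37 °C, ADP detection reagents ran 30 min at ambient temperature.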
Mm-Cpn inhibitor = blocks the Methanococcus maripaludis chaperonin Mm-Cpn. purified Mm-Cpn ATPase, ADP Transcreener TR-FRET. Potency, µM (top dose mostly 76.9 µM), inactives show top-dose activity, negative = inhibition, usual class: inhibitors. actives 0.031% (n = 330,000); note: potency is the fitted concentration of half-maximal effect; % is set by controls: 0 for no effect and ±100 for the full control effect; nearly all actives have a fitted effect of over 80% in size
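Eu-cryptate anti-ADP/ADP-d2 competition gives a ratio inversely related to ADP. Enzyme at 25 nM was pre-exposed to compound for 10 min, then given 10 uM ATP for 30 min, 37°C throughout.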
* = called active by the depositor; ? = inconclusive; nt = not tested or not shown; [ ] = dose if it differs, or a comment. Unless noted, calls come from the whole dose curve; as a rule, active = well fitted curve in the direction sought with a large enough effect; inconclusive = small, poorly fitted or top-dose-only effect, or another doubt; inactive = no such curve, though single readings can be large; an effect the other way counts as inactive or inconclusive. The list is partial; rates above refer to the full screens.

SMILES | EPAC1 agonist | WRN inhibitor | EPAC2 antag | PLK1 PBD inh | PI5P4K alpha inh | EPAC1 antagonist | CCT chaperon mod | Mm-Cpn inhibitor
O=C1C2CC=CCC2C(=O)N1Cc1nnc(-c2ccccc2Br)o1 (stereo not given) | 11.6% | -10.1% | -6.4% | -6.0% | ? | -15.1% | -2.7 | -5.6%
Cc1noc(C)c1S(=O)(=O)N(CCc1ccccc1)Cc1ccccc1 | 11.6% | 1.0% | -3.7% | -2.6% | -1.3 | -2.1% | -0.3 | 0.8%
CCC(C)NS(=O)(=O)c1ccc(S(=O)(=O)N2CCCC3(CCCCC3)C2)cc1 (stereo not given) | 1.2% | -5.3% | -6.6%[57.1 µM] | -6.1% | -0.4 | -5.9% | -0.3 | 0.3%
O=C(NC1CC1)c1cc2c(s1)-c1ccccc1OC2 | 2.2% | 4.0% | -6.9% | 0.9% | 2.2 | 5.1% | -1.9 | -7.0%
Cc1ccc(C2CC(c3cccc(Br)c3)Nc3nnnn32)cc1 (stereo not given) | 11.3% | -2.1% | -7.2% | -8.6% | -2.5 | -13.6% | 1.7 | 1.5%
CC1CCCCC12NC(=O)N(CC(=O)NCc1ccco1)C2=O (stereo not given) | 4.1% | -1.3% | 0.3% | -6.9% | 1.9 | -10.2% | 0.9 | -2.6%
CCc1ccc(-n2c(=O)c3ccccc3n(CC(=O)C(C)(C)C)c2=O)cc1 | -6.7% | 1.5% | 5.6% | -1.0% | 1.4 | -7.5% | 1.3 | -0.9%
O=[N+]([O-])c1cc(/C=N\O)ccc1Oc1ccc(F)cc1 | 11.9% | -3.3% | -16.1% | ? | -0.2 | -0.3% | -3.8 | 0.1%
COc1cc(-n2c(C)nc3ncn(-c4ccccc4)c3c2=O)cc(OC)c1OC | 4.0% | 6.8% | 2.1% | 2.9% | -3.2 | 6.3% | -1.0 | nt
CCn1cc(C(=O)N2CCN(c3ccccc3F)CC2)c(=O)c2ccc(C)nc21 | 5.8% | 0.6% | -2.8% | -1.6% | -2.8 | 3.0% | -2.0 | 0.2%
CCNc1nc(OCC)nc(N2CCC(Cc3ccccc3)CC2)n1 | 11.0% | -13.0% | 12.2% | 13.2% | -6.2 | 6.5% | 0.3 | 3.2%
COc1cc2c(cc1NC(=O)CSc1cccc[n+]1[O-])oc1ccccc12 | 6.6% | -0.7% | -1.2% | -10.7% | 4.1 | -15.9% | -3.0 | -0.6%
CC(=O)Nc1ccc(NC(=O)C2CCCN(c3ncccn3)C2)cc1 (stereo not given) | 8.4% | 3.5% | 0.6% | -8.7% | -1.3 | -17.9% | 0.9 | 1.8%
CC(=O)Nc1c(O)nc(SCC(=O)Nc2nnc(SCc3ccccc3)s2)[nH]c1=O | 8.1% | -3.8%[11.6 µM] | -6.7% | ? | ? | -8.8% | -5.4 | 3.6%
CCOC(=O)c1c(-c2ccccc2Cl)cn2ccccc12 | 27.7% | -6.4% | -11.3% | -6.6% | nt | -13.1% | 0.2 | -0.8%
O=C1CCN(C(=O)Cc2ccccc2)c2ccccc21 | 5.6% | -6.9% | 2.1% | -8.3% | 13.3 | -8.2% | 2.0 | nt
COc1ccc(Cl)cc1N(C(C)=O)c1nc(C)cc(C)c1C#N | 0.8% | 7.3% | 6.8% | 0.9% | -4.4 | 2.2% | -0.6 | -2.4%
COc1ccccc1NC(=O)CSc1ccc(-c2ccccn2)nn1 | -17.6% | -18.1% | 1.9% | -9.4% | -4.2 | 0.5% | -1.1 | 0.1%
COc1ccc(OC)c(NC(=O)C2(C)CCN2Cc2cccc(OC)c2F)c1 (stereo not given) | 6.3% | -8.9% | -17.6% | -21.9% | 13.8 | -4.1% | 0.6 | nt
Cc1ccccc1Nc1c(-c2ccc(N3CCOCC3)cc2)nc2cnccn12 | 2.2% | -5.5% | 3.9% | 0.6% | -3.9 | -1.7% | 0.6 | -4.8%
NS(=O)(=O)c1ccc(CCNC2CC(=O)N(CCc3ccccc3)C2=O)cc1 (stereo not given) | 9.7% | -13.3% | 20.9% | -2.7% | 0.8 | 3.9% | -0.5 | 0.9%
CN(C)CCN1CC(C(=O)O)CC1=O (stereo not given) | 2.5% | 2.0% | 7.2% | -1.8% | 2.2 | 7.4% | -4.1 | 0.6%
CSc1ccc(C(=O)C2CCCN(C(=O)CN3CCOC3=O)C2)cc1 (stereo not given) | 6.0% | -29.1% | 4.1% | -2.0% | -5.4 | 12.0% | -1.2 | 0.7%
O=C(O)CCC(=O)Nc1ccc(OCC(=O)O)cc1 | 10.6% | -7.1% | -12.9%[57.1 µM] | -7.2% | 4.0 | -13.6% | -1.0 | 0.6%
Cc1ccc(CNC(=O)Nc2ccc(C)cc2)cc1 | 9.7% | -3.5% | -24.2%[57.1 µM] | 0.7% | 0.1 | -4.3% | 3.5 | 0.4%

A few values from the entries so far.
Value for `O=[N+]([O-])c1cc(/C=N\O)ccc1Oc1ccc(F)cc1` under EPAC1 agonist: 11.9%
Value for `CC1CCCCC12NC(=O)N(CC(=O)NCc1ccco1)C2=O` (stereo not given) under Mm-Cpn inhibitor: -2.6%
Value for `O=C(O)CCC(=O)Nc1ccc(OCC(=O)O)cc1` under EPAC1 agonist: 10.6%

A second format for 2 compounds above:
The line under a structure holds: EPAC1 agonist	WRN inhibitor	EPAC2 antag	PLK1 PBD inh	PI5P4K alpha inh	EPAC1 antagonist	CCT chaperon mod	Mm-Cpn inhibitor
- CCNc1nc(OCC)nc(N2CCC(Cc3ccccc3)CC2)n1
 : 11.0%	-13.0%	12.2%	13.2%	-6.2	6.5%	0.3	3.2%
- CCc1ccc(-n2c(=O)c3ccccc3n(CC(=O)C(C)(C)C)c2=O)cc1
 : -6.7%	1.5%	5.6%	-1.0%	1.4	-7.5%	1.3	-0.9%

Reformatted as tab-separated lines: part of the list above.
structure	EPAC1 agonist	WRN inhibitor	EPAC2 antag	PLK1 PBD inh	PI5P4K alpha inh	EPAC1 antagonist	CCT chaperon mod	Mm-Cpn inhibitor
COc1cc(-n2c(C)nc3ncn(-c4ccccc4)c3c2=O)cc(OC)c1OC	4.0%	6.8%	2.1%	2.9%	-3.2	6.3%	-1.0	nt
O=[N+]([O-])c1cc(/C=N\O)ccc1Oc1ccc(F)cc1	11.9%	-3.3%	-16.1%	?	-0.2	-0.3%	-3.8	0.1%

Later entries.
SMILES | EPAC1 agonist | WRN inhibitor | EPAC2 antag | PLK1 PBD inh | PI5P4K alpha inh | EPAC1 antagonist | CCT chaperon mod | Mm-Cpn inhibitor
CC(=O)c1cccc(NC(=O)CNC(=O)Cc2ccccc2)c1 | 10.8% | -7.9% | 5.0% | 1.1% | -24.1 | 1.2% | 1.5 | 2.2%
COc1ccc(NC(=O)CN(Cc2ccco2)Cc2ccco2)cc1S(=O)(=O)N1CCCCC1 | -4.9% | -0.6% | -8.0% | -4.9% | 0.2 | -10.6% | 1.0 | 1.4%
COc1ccc2[nH]cc(CCNC(=O)CS(=O)(=O)Cc3ccccc3)c2c1 | 4.1% | 4.0% | -2.6% | 0.7% | -8.5 | 7.0% | 1.4 | -0.5%
O=C(O)c1ccc(-c2nc(-c3ccccc3)cs2)cc1 | 3.6% | -15.3% | -19.5% | -14.2% | -29.8 | -5.1% | -4.1 | -3.5%
O=C(c1ccc(Cl)c([N+](=O)[O-])c1)N1CCN(S(=O)(=O)c2ccc(Cl)cc2)CC1 | -3.0% | -4.0% | -7.5% | 2.0% | 0.0 | 17.3% | 0.9 | 0.7%
Cc1cc(O)c(C(=O)/C=C/c2ccccc2O)c(=O)o1 | 6.8% | -8.5% | -17.5% | 21.2µM* | -5.8 | 8.5% | 0.7 | -2.3%
O=C(COC(=O)CCc1ccccc1)NCc1ccc2c(c1)OCO2 | -0.8% | 0.1% | 2.3% | 0.7% | 6.8 | 2.9% | -1.2 | -1.4%
Cc1ccc(NC(=O)CN(C)C(=O)COc2ccc(Br)cc2)cc1 | 2.5% | 9.7% | 11.0% | -7.9% | 18.4 | -1.8% | -1.2 | nt
CCOc1ccccc1OCC(=O)OCC(=O)Nc1ncc(Cl)cc1Cl | 6.8% | 1.0% | -1.7% | -8.7% | 14.2 | 9.9% | 1.6 | 0.1%
COc1ccccc1-c1noc(-c2ccco2)n1 | 8.3% | -9.5% | -4.0% | 0.7% | 3.9 | 3.1% | 4.5 | -0.4%
CC(C)c1ccc(NC(=O)C2(C)Cc3c(-c4ccccc4)ccnc3O2)cc1 (stereo not given) | -3.6% | -8.3% | 9.7% | 2.2% | 1.7 | -1.5% | 0.2 | nt
Cc1cccc(S(=O)(=O)c2c(N)n(/N=C/c3ccco3)c3nc4ccccc4nc23)c1 | 14.2% | -21.5% | -5.7% | -5.6% | nt | -7.0% | 0.1 | -3.9%
COc1cccc(C(=O)NC2CC3CCCC(C2)N3Cc2ccc(F)cc2)c1 (stereo not given) | 16.5% | -1.9% | -3.8% | -12.9% | 1.2 | 6.4% | -1.5 | nt
COc1ccc(-c2oc3c(c2C#CC2(O)CCCCC2)C(OC(C)=O)CCC3)cc1 (stereo not given) | 2.1% | -4.6% | -9.0% | -10.0% | 17.4 | -4.6% | -1.3 | nt
N#C/C(=C1\CCCN1)c1ccc2ccccc2n1 | 2.2% | 7.6% | 5.9% | -0.9% | -3.5 | 5.5% | 0.7 | -13.8%
CCOC(=O)C1CCCN(c2cc(C)nc3cc(-c4ccc(F)cc4)nn23)C1 (stereo not given) | 20.0% | -14.7% | -21.3% | -16.9% | nt | -9.6% | -1.3 | -1.4%
Cc1ccc2cccc(OCC(=O)N3CC(C)CC(C)C3)c2n1 (stereo not given) | 1.8% | -1.3% | -14.9% | -11.4% | 8.0 | -7.5% | -2.3 | -1.4%
CCOC(=O)c1c(NC(=O)c2cccs2)sc(C)c1C | 2.2% | 1.0% | 17.1%[57.1 µM] | 3.2% | -4.9 | 16.4% | 0.7 | -5.3%
CCOC(=O)C(NC(=O)N(C)C)(Nc1sc(C)c(CC)c1C#N)C(F)(F)F (stereo not given) | -0.7% | -2.1% | 0.8% | -27.6% | -21.0 | ? | -2.7 | -1.4%
O=C(/C=C/[C@H]1O[C@@H](n2cnc3c(NC(=O)c4ccccc4)ncnc32)[C@H](O)[C@@H]1O)NCCc1c[nH]c2ccccc12 | 1.4% | 6.3% | 9.4% | -1.8% | -3.0 | 7.9% | -1.2 | nt
Oc1ccc(NCc2cccc(OCc3ccccc3)c2)cc1 | -13.0% | 22.2% | ? | -6.4% | -20.9 | 31.6µM* | 0.2 | -4.9%
Cc1c(CC(=O)N[C@H](C(=O)O)C(C)C)c(=O)oc2cc3c(cc12)CCC(C)(C)O3 | 6.0% | -32.5% | 0.1% | 21.2µM* | -23.3 | -5.6% | -1.2 | -3.9%
COC(=O)c1cc(NCc2cccs2)ccc1N1CCOCC1 | 9.0% | 3.9% | -1.7% | -5.0% | nt | -2.0% | -1.1 | -3.9%

Compound activity (PubChem)
